# High-throughput results from PubChem BioAssay.
# tim10-1 inh: inhibits growth of tim10-1 mutant yeast; S. cerevisiae tim10-1 ts strain growth, BacTiter-Glo, 24 h; inhibition, % at 20 µM; actives 2.2% (n = 330,000);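 active = inhibition of at least 40%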;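 note: mutant grown at 25 °C; 0% = DMSO wells with yeast and 100% = wells holding no yeast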
# mIAP act: mouse IAP activation; muIAP, CDP-Star luminescence, 30 min; stronger effect = higher value; 1 = vehicle-only enzyme signal, 0 = enzyme-free wells; actives 0.24% (n = 330,000); activation factor at 10 µM;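 active = activation factor of at least 2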; note: the source names both 10 and 20 µM as test concentration; values of inactives mirror those of a sister screen read the other way
#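 System: mouse IAP enzyme. Reagent: CDP-Star chemiluminescent phosphatase substrate. Benchmarks: DMSO wells, no-enzyme wells. Times: 30 min enzyme-substrate-compound incubation at room temperature. Detection: luminescence from enzymatic CDP-Star hydrolysis. Doses: test compounds delivered from DMSO solution.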
# Apaf-1 inh: inhibitors of human Apaf-1 apoptosome | O14727 | actives 0.71% (n = 330,000) | inhibition, % at 20 µM | reconstituted apoptosome caspase-3 activity, DEVD-Rh110 fluorescence; active = inhibition of at least 40% at 20 µM;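 note: plate controls were DMSO wells for no effect and DEVD-CHO caspase inhibitor wells for full effect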
#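 Medium: Hepes buffer, pH 7.5 / System: biochemical Apaf-1 apoptosome reconstitution / Measured by: Rh110 fluorescence, excitation 480 nm, emission 540 nm / Times: compound with Apaf-1, dATP, procaspase-3 30 min, then 50 min reaction, room temperature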
# ATG4B inhibitor: blocks human ATG4B protease cleavage of LC3 substrate. actives 0.51% (n = 340,000). ATG4B cleavage of LC3-PLA2, NBD-HPC fluorescence, 1 h. AID 504462. inhibition, % at 8.33 µM; in the data active = inhibition above about 40%
# Target sequence (Q9Y4P1 whole entry, looked up): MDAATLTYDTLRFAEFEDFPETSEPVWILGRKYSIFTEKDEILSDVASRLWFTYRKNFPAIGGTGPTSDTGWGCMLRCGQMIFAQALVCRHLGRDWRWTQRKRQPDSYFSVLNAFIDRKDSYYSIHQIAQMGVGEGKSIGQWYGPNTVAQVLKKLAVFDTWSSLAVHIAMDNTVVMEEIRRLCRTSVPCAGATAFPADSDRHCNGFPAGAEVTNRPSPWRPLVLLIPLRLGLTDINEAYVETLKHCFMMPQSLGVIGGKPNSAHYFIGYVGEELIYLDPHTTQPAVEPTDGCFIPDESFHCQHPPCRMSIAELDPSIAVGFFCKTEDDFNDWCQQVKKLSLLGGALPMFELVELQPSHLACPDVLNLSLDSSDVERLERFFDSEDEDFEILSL
# mIAP inh: blocks mouse intestinal alkaline phosphatase; purified mouse IAP, CDP-Star luminescence, 30 min; inhibition, % at 10 µM; actives 0.2% (n = 330,000);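 active = inhibition of at least 40% at 10 µM in the primary screen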;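 note: plate controls were DMSO with enzyme for no effect and no enzyme wells for full effect; values of inactives mirror those of a sister screen read the other way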
# hIAP activ: human IAP activation | actives 0.16% (n = 330,000) | AID 2524 | purified human IAP, CDP-Star luminescence, 30 min; stronger effect = higher value; 1 = vehicle-only enzyme, 0 = enzyme-free background | activation factor at 10 µM;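 active = activation factor of the enzyme at least 2-fold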; note: the source names both 10 and 20 µM as test concentration; values of inactives mirror those of a sister screen read the other way
# Target sequence (P09923 whole entry, looked up): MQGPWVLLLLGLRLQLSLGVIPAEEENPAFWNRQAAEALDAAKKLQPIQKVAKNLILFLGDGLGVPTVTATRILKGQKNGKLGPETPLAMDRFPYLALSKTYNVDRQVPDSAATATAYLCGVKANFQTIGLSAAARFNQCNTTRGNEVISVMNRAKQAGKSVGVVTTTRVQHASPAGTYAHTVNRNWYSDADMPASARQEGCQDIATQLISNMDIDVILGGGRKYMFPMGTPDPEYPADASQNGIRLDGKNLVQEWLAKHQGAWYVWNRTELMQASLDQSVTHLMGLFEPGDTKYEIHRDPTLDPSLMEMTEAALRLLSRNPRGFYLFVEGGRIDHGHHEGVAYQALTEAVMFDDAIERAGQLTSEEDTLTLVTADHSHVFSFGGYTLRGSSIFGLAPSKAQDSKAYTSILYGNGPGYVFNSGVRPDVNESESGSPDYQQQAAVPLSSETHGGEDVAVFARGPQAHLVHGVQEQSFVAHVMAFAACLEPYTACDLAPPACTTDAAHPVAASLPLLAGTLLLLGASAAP
# hIAP block: blocks human intestinal alkaline phosphatase; P09923; purified IAP, CDP-Star luminescence, 30 min; inhibition, % at 10 µM; actives 0.12% (n = 330,000); AID 2544;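 active = inhibition reaching a set limit with compound at 10 µM in the primary screen, cut at about 35% in these data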;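 note: plate controls were DMSO wells with enzyme for no effect and no-enzyme buffer wells for full effect; values of inactives mirror those of a sister screen read the other way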
# TIM10 inh: inhibits growth of TIM10 yeast strain; S. cerevisiae TIM10 strain growth, BacTiter-Glo luminescence, 24 h; inhibition, % at 10 µM; actives 1.4% (n = 330,000);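 active = inhibition of 40% or more at the single tested concentration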;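 note: wild-type TIM10 isogenic control strain grown at permissive 25 °C; 0% = DMSO yeast wells and 100% = minimal medium wells without yeast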
# NLRP3 yeast inh: blocks the NALP3 inflammasome reconstituted in yeast; Yeast reconstituted NLRP3/ASC/caspase-1, beta-gal luminescence, 24 h; inhibition, % at 10 µM; actives 0.39% (n = 330,000);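 active = inhibition of 50% or more; inactive = inhibition below 50%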;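 note: plate controls were induced DMSO wells for no effect and uninduced yeast grown without galactose for full effect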
# * hit, by the source's call; . = not tested or not shown.
# The first three records, ahead of the listing:
compound	tim10-1 inh	mIAP act	Apaf-1 inh	ATG4B inhibitor	mIAP inh	hIAP activ	hIAP block	TIM10 inh	NLRP3 yeast inh
CC1(C(=O)NCCOc2ccccc2Cl)CC1(Cl)Cl (centres undefined)	15	0.91	0	-2	9	1.1	-10	7	26
NC(=S)N/N=C/c1coc2ccc(Cl)cc2c1=O	54*	0.95	7	19	5	0.82	18	22	15
O=C(CN1CCCCCC1)Nc1ccccc1Cl	-16	0.99	6	1	1	0.69	31	-5	11

# The whole of this part, from the first entry:
compound	tim10-1 inh	mIAP act	Apaf-1 inh	ATG4B inhibitor	mIAP inh	hIAP activ	hIAP block	TIM10 inh	NLRP3 yeast inh
CC1(C(=O)NCCOc2ccccc2Cl)CC1(Cl)Cl (centres undefined)	15	0.91	0	-2	9	1.1	-10	7	26
NC(=S)N/N=C/c1coc2ccc(Cl)cc2c1=O	54*	0.95	7	19	5	0.82	18	22	15
O=C(CN1CCCCCC1)Nc1ccccc1Cl	-16	0.99	6	1	1	0.69	31	-5	11
Cc1c(Cl)cccc1NC(=S)NCC(O)c1ccccc1 (centres undefined)	3	1.1	7	36	-11	1	-3	-11	21
CCC1COCCS(=O)(=O)N1Cc1ccccc1 (centres undefined)	-9	1	-8	5	-3	1.1	-15	3	20
CCC1CCCCN1CC(O)COCc1cccc(OC)c1 (centres undefined)	-18	0.89	-5	-16	11	1.1	-12	10	22
CCN(CC(=O)Nc1cc(Cl)ccc1C)C(=O)C1CC(=O)N(Cc2ccccc2)C1 (centres undefined)	12	0.99	6	-1	1	1.2	-15	1	1
OC1CNCc2cc3c(cc21)OCCO3 (centres undefined)	1	0.88	5	.	12	1	-4	6	4
O=C(CCc1ccc(O)cc1)c1c(O)cc(O)cc1O[C@@H]1O[C@H](CO)[C@@H](O)[C@H](O)[C@H]1O	-12	1.1	-5	-5	-5	1.1	-11	3	15
COc1cccc(NC(=O)N2CCC(N3CCCCC3)CC2)c1	3	1	1	-5	-1	0.87	13	-2	6
CC1=NC(=O)C(N=Nc2ccccc2)N1c1ccccc1 (centres undefined)	-7	0.92	9	-6	8	0.89	11	-7	12
Cc1ccc(NC(=O)C2CCCN2S(=O)(=O)c2cccc3cccnc23)c(C)c1 (centres undefined)	-15	0.95	1	-13	5	0.82	18	5	12
CCN(C(=O)COC(=O)C1CC1)c1c(N)n(Cc2ccccc2)c(=O)[nH]c1=O	-3	1.1	-1	-33	-6	0.86	14	0	5
CC(=O)c1ccc(-c2ccc(C(=O)NC3CC(C)(C)NC(C)(C)C3)o2)cc1	-5	0.94	10	2	6	0.99	1	2	0
COc1cc(NC(=O)COC(=O)c2cnc(C)cn2)c(C)cc1[N+](=O)[O-]	19	0.97	10	-4	3	2.5*	-153	6	6
COc1ccc(-c2nc(C)ncc2N=Nc2ccccc2)cc1	26	0.99	17	5	1	1.7	-73	-3	13
COCCN(C(=S)Nc1ccc(C(C)C)cc1)C(C)c1cccs1 (centres undefined)	14	1.2	1	10	-16	1.1	-12	20	16
CCOC(=O)Cc1csc(NS(=O)(=O)Cc2ccccc2)n1	17	0.97	2	-18	3	0.91	9	-22	11
COc1ccc(NC(=O)C2CCCN2S(=O)(=O)c2cccs2)c([N+](=O)[O-])c1 (centres undefined)	5	0.93	5	3	7	0.94	6	-13	12
CCCS(=O)(=O)N1CCCC(C(=O)c2ccccc2OC)C1 (centres undefined)	-16	0.96	6	11	4	1.2	-21	-2	12
CCCCNC(=O)C(C#N)c1nc2ccccc2nc1N1CCN(c2ccccc2F)CC1 (centres undefined)	15	0.88	1	4	12	1.2	-21	8	0
Cc1nnc(NC(=O)c2oc3ccccc3c2C)s1	-14	1	2	2	0	1.1	-11	15	31
CC(=O)c1cccc(N(C(=O)c2ccco2)C(C(=O)NC2CCCC2)c2ccncc2)c1 (centres undefined)	5	0.94	3	-17	6	1.3	-25	-8	21
CSc1ccccc1NC(=O)Nc1ccccc1	1	1	-7	25	-1	0.97	3	-1	13
CCN1CNC(=S)N(CCc2ccccc2)C1	-8	0.99	-9	0	1	0.86	14	10	5
O=C(CN1C(=O)NC2(CCCC2)C1=O)Nc1cc(Cl)ccc1N1CCCCC1	1	1	16	9	0	0.91	9	-6	11
COc1ccc(C(c2nnnn2C(C)(C)C)N2CCN(C)CC2)cc1OC (centres undefined)	2	1	-3	-5	-2	1.1	-9	-6	26
Cc1ccc2c(CSc3nc4ccccc4c(=O)n3CCCO)cc(=O)oc2c1C	17	0.96	23	-9	4	1	-2	16	9
CS(=O)(=O)N(CC(=O)NCC1CCCO1)c1ccc(Cl)c(Cl)c1 (centres undefined)	7	0.97	-17	-6	3	0.69	31	7	11
NC(=O)CC(NC(=O)Cc1ccc(Br)cc1)c1ccc(NCCc2cccc(F)c2)c([N+](=O)[O-])c1 (centres undefined)	-4	0.92	0	-12	8	0.91	9	3	27
Cc1cc(Cl)ccc1OCC(=O)NCCCN1CCOCC1	-28	1	2	-3	-5	1.1	-13	-21	9
CCN(CC)S(=O)(=O)c1ccc2c(c1)N(CC(=O)NCc1ccccn1)C(=O)CO2	3	1	-7	-1	-3	1.2	-24	7	-6
Cc1oc2ccc(OCc3ccc(F)cc3)cc2c1C(=O)O	14	0.86	5	6	14	0.96	4	-19	4
CCCCN(CC)CCNC(=O)C1c2cc(OC)c(OC)cc2C(=O)N2CCc3ccccc3C12 (centres undefined)	12	1.1	-10	-16	-6	0.98	2	10	3
COc1ccc(CN(C(=O)c2ccco2)C2CC(C)N(C)CC2C)cc1 (centres undefined)	19	1.1	18	-4	-5	1.2	-15	10	8
Nc1nc(SC2c3cccc4cccc(c34)C2NS(=O)(=O)c2ccccc2)n[nH]1 (centres undefined)	22	0.91	9	-15	9	0.9	10	14	6
O=C1NN(c2ccc(Cl)c(Cl)c2)C(=O)/C1=C/c1ccc(-c2ccccc2C(=O)O)o1	-11	0.87	25	32	13	0.91	9	22	15
Cc1cc2nnc(SCC(=O)OC(C)C)n2c2ccccc12	29	0.91	2	-6	9	1.1	-9	26	22
CC(C)Cn1c(O)c(/C=C2\C=NN=C2c2ccccc2)sc1=S	16	0.94	21	4	6	1.2	-24	35	9
CC(C)(C)c1ccc(OCCC(=O)Nc2cccc(S(=O)(=O)N3CCCCC3)c2)cc1	13	1.3	6	-11	-34	1.1	-14	22	9
CC(C)(C)NC(=O)NC(=O)C[n+]1ccc(Cc2ccc([N+](=O)[O-])cc2)cc1	8	0.94	8	-4	6	0.87	13	10	5
COc1ccc(C2=Nn3c(nnc3-c3ccncc3)SC2)cc1OC	17	0.96	11	-2	4	1	-3	19	-7
CCOC(=O)C1CCN(C(=O)c2cc(S(=O)(=O)N3CCOCC3)c(Cl)cc2Cl)CC1	22	0.95	1	-20	5	1.2	-22	10	6
Cc1cc(Cl)cc(Br)c1OCCCN1C(=O)NC(C)(C)C1=O	32	1	-3	-7	-2	1	-2	18	15
CN1C(=S)SC(/[N+]([O-])=C/c2ccc(Cl)cc2)C1(C)C (centres undefined)	20	0.95	-21	1	5	0.95	5	5	-9
Cc1cc(/C=C2\C(=N)N3N=C(C(C)C)SC3=NC2=O)c(C)n1Cc1ccccc1	20	0.91	9	-3	9	1.1	-14	15	-8
Cc1ccc(NC(=O)COC(=O)c2ccc(CN3CCCC3=O)cc2)c(Cl)c1	8	0.98	3	-4	2	1.1	-6	9	14
Cc1cccn2c(=O)c(/C=C(\C#N)S(=O)(=O)c3ccccc3)c(N3CCCCC3)nc12	12	0.81	10	5	19	0.78	22	8	7
CC(C)CN(C(=O)COC(=O)c1c2c(nc3ccccc13)CCC2)c1c(N)n(Cc2ccccc2)c(=O)[nH]c1=O	-2	0.95	11	-13	5	1.2	-19	7	13
Cc1ccc(C(=O)Oc2ccc(/C=N/NC(N)=O)cc2)cc1	-16	1.1	0	1	-7	0.98	2	9	6
CCc1cccc(OCCCCNCCO)c1	3	1	3	-7	-2	1.1	-9	11	13
O=C(NCCN1CCOCC1)c1ccc(CS(=O)(=O)c2ccc(Cl)cc2)o1	11	1	3	-5	-1	1.1	-8	-8	3
Cc1ccc(-c2nc3ccccc3s2)cc1NC(=S)NC(=O)c1ccccc1	9	0.83	5	1	17	0.9	10	17	14
CC(C)(C)c1nnc(NC(=O)Cc2ccc(Br)cc2)s1	-4	0.99	23	0	1	0.91	9	4	5
CCOC(=O)CN(C(=O)CNC(=O)c1ccco1)C(C(=O)NC1CCCCC1)c1cccnc1 (centres undefined)	-3	0.91	-4	-3	9	0.94	6	1	9
CCCCN=C1CC(C)(C)CC(=O)/C1=C(/O)CCCN1C(=O)c2ccccc2C1=O	15	0.91	-4	5	9	0.92	8	-3	4
CCCN1CCN(C(=O)C2CCN(S(=O)(=O)c3c(C)noc3/C=C/c3ccc(C)cc3)CC2)CC1	54*	0.99	61*	-3	1	1	-4	12	18
C=CCOc1cccc(C2C(C(=O)c3ccc(C)o3)=C(O)C(=O)N2c2nccs2)c1 (centres undefined)	14	0.9	-1	-8	10	0.96	4	6	12
Cc1ccc(C(=O)C2C(=O)c3ccccc3C2=O)cc1	-36	0.95	37	-2	5	1	0	-9	3
CNS(=O)(=O)c1cn(CC(=O)NCc2cccc(OC)c2)cc1S(=O)(=O)NC	2	1	3	-5	-3	0.95	5	-10	4

# Remaining list, next part.
compound	tim10-1 inh	mIAP act	Apaf-1 inh	ATG4B inhibitor	mIAP inh	hIAP activ	hIAP block	TIM10 inh	NLRP3 yeast inh
O=C(O)C1Cc2ccccc2CN1C(=O)COc1ccc(Cl)cc1Cl (centres undefined)	10	1	5	0	-1	0.9	10	3	3
Cc1ccc(S(=O)(=O)c2nnn(-c3cccc(F)c3)c2N)cc1	9	0.82	-6	5	18	1.1	-5	2	21
CC(=O)c1c(-c2ccc(Cl)cc2)c2ccccc2[nH]c1=O	2	0.97	4	-9	3	0.97	3	17	24
COC(=O)c1cc(-c2cccc(OC)c2)n[nH]1	19	0.88	-5	7	12	1.2	-18	13	19
COc1ccc(C(=O)C(OC(=O)CNC(=O)c2ccco2)c2ccccc2)cc1 (centres undefined)	19	0.96	4	-10	4	1.2	-18	12	-60
C[C@]12c3[nH]c4ccc(Cl)cc4c3CCN1C(=O)[C@@H](CC(=O)NCCC1=CCCCC1)C[C@@H]2C(=O)N1CCCCC1	17	1.5	33	-5	-48	.	.	-2	.
O=C(NN1C(=O)c2ccccc2NC12CCCCC2)c1ccccc1	6	0.9	-5	-8	10	0.85	15	15	10
Cc1oc(-c2ccccc2F)nc1CS(=O)(=O)CC(=O)N1CCCCCC1	4	1	-6	4	-1	1	-4	-6	8
COCCCNCC(=O)c1c(N)n(Cc2ccccc2)c(=O)n(C)c1=O	8	1	-5	-8	-3	0.86	14	-6	-12
CCc1ccc(OCC(=O)NNCC(=O)Nc2ccc(OC)cc2)cc1	-9	1	1	-4	-4	1.2	-19	-2	23
O=[N+]([O-])c1ccc(Cl)c(S(=O)(=O)/N=C(/c2ccccc2)N2CCOCC2)c1	16	1	-7	-6	-1	0.98	2	12	4
NC(=O)NNc1cccc(Cl)n1	-4	0.91	-2	-8	9	1	-2	7	2
